Screens (PubChem BioAssay)
IP6K1 inhibitor = inhibitors of human IP6K1 | AID 1645851 | activity change, % (series mostly up to about 58 µM) | actives 0.81% (n = 140,000) | IP6K1 kinase, ADP-Glo luminescence, 2 h; hits give low values | Q92551; in the data active means activity change below about -25%
Target sequence (Q92551 whole entry, looked up): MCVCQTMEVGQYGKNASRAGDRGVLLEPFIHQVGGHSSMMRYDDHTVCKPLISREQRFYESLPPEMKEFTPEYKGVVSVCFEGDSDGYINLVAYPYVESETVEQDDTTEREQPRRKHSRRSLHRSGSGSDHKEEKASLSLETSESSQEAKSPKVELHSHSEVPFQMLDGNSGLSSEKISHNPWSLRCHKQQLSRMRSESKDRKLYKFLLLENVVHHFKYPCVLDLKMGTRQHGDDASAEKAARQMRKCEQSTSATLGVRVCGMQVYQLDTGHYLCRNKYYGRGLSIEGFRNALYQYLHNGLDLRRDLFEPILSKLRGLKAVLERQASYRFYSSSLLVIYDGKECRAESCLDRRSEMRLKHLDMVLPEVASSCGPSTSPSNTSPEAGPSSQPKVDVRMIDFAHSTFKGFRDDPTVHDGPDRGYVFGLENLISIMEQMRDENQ
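ADP-Glo luminescence measures ADP made by human IP6K1 during a 2 h RT reaction with ATP/IP6 (mix at 1.3 mM/130 uM); top library doses 57.5 and 19.1 uM final.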
HEK293 viab = cell viability loss counter-screen; HEK-293-SNCA-luc viability, GF-AFC fluorescence, 24 h; Potency, µM (highest dose often 57.1 µM), for inactives: at the top dose activity change, negative = cytotoxicity, most hits filed as cytotoxic; actives 0.12% (n = 150,000); AID 1671193;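 further: potency means the concentration at half of the fitted maximal effect; 0% = DMSO-treated cells and -100% = medium-only wells without cells; nearly all actives have a fitted effect of over 30% in size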
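Cytotoxicity counterscreen: after 24 h compound treatment of genome-edited SNCA-luciferase HEK-293 cells, live-cell protease substrate GF-AFC read by fluorescence after 30 min; activity scaled between DMSO (0%) and medium-only (-100%), curves Hill-fitted.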
3T3 cytotox = kills NIH 3T3 cells. NIH 3T3 viability, CellTiter-Glo ATP luminescence, 48-72 h. Potency, µM (series often up to 96.7 µM), for inactives: at the top dose activity change, negative = cytotoxicity, hits mostly inhibitors. actives 4.3% (n = 94,000); further: potency means the concentration at half of the fitted maximal effect; nearly all actives have a fitted effect of over 55% in size
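NIH 3T3 cells at 400 cells/well received 23 nL of compound by pintool and were incubated 48 or 72 h at 37 °C. Viability was read as ATP-coupled CellTiter-Glo luminescence.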
GPT2 inhibitor = blocks human glutamate pyruvate transaminase 2 | actives 0.25% (n = 100,000) | Recombinant GPT2, coupled pyruvate oxidase/HRP Amplex Red fluorescence | Q8TD30 | AID 1671188 | Potency, µM (titrated, usually from 57.7 µM), inactives show at the highest dose activity change, negative = inhibition, hits mostly inhibitors; further: potency means the concentration at half of the fitted maximal effect; nearly all actives have a fitted effect of over 60% in size; many of its hits are not listed in these tables
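Fluorescence read-out: pyruvate from GPT2 turnover coupled to pyruvate oxidase, HRP and Amplex Red (0.2mM ThPP, 0.2U/mL PO and HRP, 50uM Amplex final). Substrates 250uM a-KG, 2mM L-alanine; enzyme 10ng/uL; 30 min RT.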
HEK293 tox = cytotoxic compounds in HEK 293 cells; HEK 293 viability, ATP luminescence (CellTiter-Glo), 48-72 h; Potency, µM (top dose mostly 115 µM), for inactives: at the highest dose activity change, negative = cytotoxicity, most hits filed as inhibitors; actives 6.6% (n = 94,000); AID 1345083; further: potency means the concentration at half of the fitted maximal effect; nearly all actives have a fitted effect of over 60% in size
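Luminescence from cellular ATP, measured with CellTiter-Glo, indicates HEK 293 viability. Cells plated at 250 cells/well are treated with compound for 48 or 72 hr at 37 degree Celsius before reagent addition.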
FLuc inh = Photinus pyralis luciferase inhibition. purified P. pyralis luciferase, luminescence, biochemical. Potency, µM (doses to about 115 µM), for inactives: top-dose activity change, negative = inhibition, most hits filed as inhibitors. actives 2.5% (n = 76,000); further: potency means the concentration at half of the fitted maximal effect; nearly all actives have a fitted effect of over 65% in size
Target sequence (P08659 whole entry, looked up): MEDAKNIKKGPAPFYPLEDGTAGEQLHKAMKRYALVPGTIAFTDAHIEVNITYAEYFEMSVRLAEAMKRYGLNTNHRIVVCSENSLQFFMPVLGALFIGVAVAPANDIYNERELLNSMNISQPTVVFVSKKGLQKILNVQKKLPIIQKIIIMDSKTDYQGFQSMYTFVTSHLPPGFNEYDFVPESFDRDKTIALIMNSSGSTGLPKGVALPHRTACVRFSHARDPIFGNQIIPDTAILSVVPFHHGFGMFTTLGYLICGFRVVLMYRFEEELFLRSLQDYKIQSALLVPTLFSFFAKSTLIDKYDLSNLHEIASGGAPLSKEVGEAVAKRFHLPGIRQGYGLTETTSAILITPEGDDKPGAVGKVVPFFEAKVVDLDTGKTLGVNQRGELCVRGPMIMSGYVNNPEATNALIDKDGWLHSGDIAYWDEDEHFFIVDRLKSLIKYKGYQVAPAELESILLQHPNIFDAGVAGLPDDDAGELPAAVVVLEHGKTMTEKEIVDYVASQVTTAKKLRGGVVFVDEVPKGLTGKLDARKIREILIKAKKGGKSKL
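Inhibitors were tested against purified firefly luciferase in a biochemical, low-substrate format (both substrates at 10uM) and luminescence measured with a CCD imager.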
SNCA expr inhib = reduces expression of the alpha-synuclein gene | Potency, µM (highest dose often 57.2 µM), inactives show at the top dose activity change, negative = inhibition, hits mostly inhibitors | actives 0.17% (n = 140,000) | HEK-293 SNCA-luciferase knock-in, luminescence, 24 h;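 further: potency means the concentration at half of the fitted maximal effect; plate controls were DMSO cells for no effect and cell-free wells for full effect; nearly all actives have a fitted effect of over 45% in size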
* = called active by the depositor; i = inactive; ? = inconclusive; . = no result given; [ ] = remark or other dose. Unless noted, the call rests on the fitted dose curve; in most records, active means well fitted curve in the direction sought with a large enough effect; inconclusive means small, poorly fitted or top-dose-only effect, or another doubt; inactive means no such curve, though single readings can be large; an effect the other way counts as inactive or inconclusive. Unless noted, on the % scale 0 is the no-effect control and ±100 the full control effect.

1) O=C1CN(C(=O)CCC(=O)N2CCC(CCOc3ccccc3F)C2)c2ccccc2N1 (centres undefined)
2) O=C(NCC1CCN(c2cc(-c3ccccc3)[nH]n2)CC1)c1ccc[nH]c1=O
3) CC(C)(C)C1CCc2[nH]nc(C(=O)N3CCc4nn(CC#N)c(=O)n4CC3)c2C1 (centres undefined)
4) Cc1ccccc1CN1Cc2nc(-c3ccsc3)ccc2OCC1=O
5) O=C(O)[C@H]1NCCC[C@H]1C(=O)O
6) CCC1=C(C(=O)OC)C(c2ccc(C)cc2C)N2C(CC(=O)N3CCCC3)=CSC2=N1 (centres undefined)

Assay by compound	1	2	3	4	5	6
IP6K1 inhibitor	13	8	-11	-14	.	-12
HEK293 viab	-8%	-6%	-16%	-5%[87.6 µM]	16%	-9%
3T3 cytotox	?	i	?	?	.	-31%
GPT2 inhibitor	i	?	i	-25%[88.5 µM]	i	i
HEK293 tox	?	2%	?	89µM*	.	?
FLuc inh	4%	3%	-18%	12%[172 µM]	.	-9%
SNCA expr inhib	?	3%	35%[activator]	-9%[87.6 µM]	9%	4%

7) COc1ccc(NC(=O)C(=O)NCc2ccco2)cc1
8) N#Cc1cccc(NC(=O)CCn2ccn3nc4c(c3c2=O)CCCC4)c1
9) CC(=O)N1CCn2c(nnc2-c2ccccc2)C1
10) COc1ccc(-c2cc(N3CCCN(C(=O)c4ccccc4OC)CC3)n[nH]2)cc1
11) CCCc1nnc(NC(=O)c2cc(=O)c3cc(C)c(C)cc3o2)s1
12) Cn1c(=O)c2nc(SCC(=O)Nc3ccc(OC(F)(F)F)cc3)n(C)c2n(C)c1=O

Assay by compound	7	8	9	10	11	12
IP6K1 inhibitor	6	-4	4	-13	-16	22
HEK293 viab	-7%	-21%	5%[87.6 µM]	-5%	-5%	7%
3T3 cytotox	.	-32%	-21%[138 µM]	-22%	.	.
GPT2 inhibitor	.	i	-3%[88.5 µM]	?	.	.
HEK293 tox	.	-27%	-20%[172 µM]	-26%	.	.
FLuc inh	.	0%	-5%[172 µM]	-2%	.	.
SNCA expr inhib	25%	4%	5%[87.6 µM]	-11%	15%	-3%

Part of the list above, with two lines to a compound.
Values run as follows: IP6K1 inhibitor | HEK293 viab | 3T3 cytotox | GPT2 inhibitor | HEK293 tox | FLuc inh | SNCA expr inhib
3	CC(C)(C)C1CCc2[nH]nc(C(=O)N3CCc4nn(CC#N)c(=O)n4CC3)c2C1 (centres undefined)
→ -11 | -16% | ? | i | ? | -18% | 35%[activator]
4	Cc1ccccc1CN1Cc2nc(-c3ccsc3)ccc2OCC1=O
→ -14 | -5%[87.6 µM] | ? | -25%[88.5 µM] | 89µM* | 12%[172 µM] | -9%[87.6 µM]
5	O=C(O)[C@H]1NCCC[C@H]1C(=O)O
→ . | 16% | . | i | . | . | 9%
6	CCC1=C(C(=O)OC)C(c2ccc(C)cc2C)N2C(CC(=O)N3CCCC3)=CSC2=N1 (centres undefined)
→ -12 | -9% | -31% | i | ? | -9% | 4%
7	COc1ccc(NC(=O)C(=O)NCc2ccco2)cc1
→ 6 | -7% | . | . | . | . | 25%
8	N#Cc1cccc(NC(=O)CCn2ccn3nc4c(c3c2=O)CCCC4)c1
→ -4 | -21% | -32% | i | -27% | 0% | 4%
9	CC(=O)N1CCn2c(nnc2-c2ccccc2)C1
→ 4 | 5%[87.6 µM] | -21%[138 µM] | -3%[88.5 µM] | -20%[172 µM] | -5%[172 µM] | 5%[87.6 µM]
10	COc1ccc(-c2cc(N3CCCN(C(=O)c4ccccc4OC)CC3)n[nH]2)cc1
→ -13 | -5% | -22% | ? | -26% | -2% | -11%
11	CCCc1nnc(NC(=O)c2cc(=O)c3cc(C)c(C)cc3o2)s1
→ -16 | -5% | . | . | . | . | 15%
12	Cn1c(=O)c2nc(SCC(=O)Nc3ccc(OC(F)(F)F)cc3)n(C)c2n(C)c1=O
→ 22 | 7% | . | . | . | . | -3%

(more compounds)
13) CC(C)C(=O)N1CCC(Cc2ccc(C(N)=O)cc2)CC1
14) CC1CCN(S(=O)(=O)c2nnc(NC(=O)c3cccc(Br)c3)s2)CC1
15) COc1ccccc1OC1(C(=O)O)CCN(C(=O)CCC2CC2)CC1
16) OC[C@@H]1O[C@H](CN(Cc2cccc(Cl)c2)Cc2cccc(Cl)c2)C(N2CCOCC2)[C@@H]1O (some centres undefined)
17) Cn1cnc(C(=O)N2CCC3(CC2)CC(N2CCN(c4ccccc4)CC2)CCO3)c1 (centres undefined)
18) COc1ccc(-n2c(=O)c3c(n2Cc2ccccc2)CN(C(C)=O)CC3)cc1

Assay by compound	13	14	15	16	17	18
IP6K1 inhibitor	-12	1	12	-3	-7	1
HEK293 viab	-6%	5%	4%	7%	-6%	3%[87.6 µM]
3T3 cytotox	-10%	.	i	-20%	-6%	?
GPT2 inhibitor	0%	.	i	-1%	i	-12%[88.5 µM]
HEK293 tox	-20%	.	-10%	-25%	-19%	3%[172 µM]
FLuc inh	-9%	.	-4%	-9%	-8%	-3%[172 µM]
SNCA expr inhib	-1%	13%	17%	5%	2%	0%[87.6 µM]

19) COc1ccc(-c2csc(-c3c(N)c(C(=O)c4ccccc4)n4ccccc34)n2)cc1
20) O=C(c1ccc2cc[nH]c2c1)N1CCC2(CC1)N=C(c1ccc(Cl)cc1)NO2
21) CCc1ccc(NC(=O)N2CCN(Cc3cc(=O)n4nc(-c5ccccc5OC)sc4n3)CC2)cc1
22) Cc1ccc(NC(=O)N2CCC(CCNC(=O)CCc3ccccc3)CC2)cc1F
23) COc1ccc(C)cc1NC(=O)CN1CCCN(S(=O)(=O)c2ccc(Br)cc2)CC1
24) CC1CCN(S(=O)(=O)C2CCS(=O)(=O)C2)CC1 (centres undefined)

Assay by compound	19	20	21	22	23	24
IP6K1 inhibitor	-12	-14	1	-3	50	6
HEK293 viab	-9%	1%	0%	8%	-11%	-7%
3T3 cytotox	.	?	.	?	.	0%
GPT2 inhibitor	.	i	.	i	.	i
HEK293 tox	.	?	.	?	.	2%
FLuc inh	.	-22%	.	-22%	.	-5%
SNCA expr inhib	8%	10%	13%	44%[activator]	159%[activator]	-14%

25) O=C(Nc1cccc(C2=NCCN2)c1)Nc1cccc(C2=NCCN2)c1
26) Cc1ccccc1NC(=O)CN1C(=O)C2(SCC(=O)N2c2ccc(F)cc2)c2ccccc21 (centres undefined)
27) Cc1ccc(-c2cc(C(=O)NCc3ccc(C(F)(F)F)cc3)c3cnn(C)c3n2)c(C)c1
28) Cc1ccc(C(=O)N2CCCCCCNC(=O)[C@@H]3C[C@@H](c4nc(-c5cccnc5)no4)C[C@@H]32)s1
29) Cc1ccc(NC(=O)Cn2cc(S(=O)(=O)N3CCCC3)c(S(=O)(=O)N3CCCC3)c2)cc1F
30) CC(=O)NC1(C)CCN(Cc2ccc(Nc3ccccc3)cc2)C1 (centres undefined)

Assay by compound	25	26	27	28	29	30
IP6K1 inhibitor	3	4	7	12	-11	-3
HEK293 viab	3%[12.5 µM]	-34%	-23%	4%	-8%	1%[87.6 µM]
3T3 cytotox	.	.	?	-24%	.	?
GPT2 inhibitor	2%[27.3 µM]	.	i	i	.	-10%[88.5 µM]
HEK293 tox	.	.	35µM*	1%	.	?
FLuc inh	.	.	.	0%	.	?
SNCA expr inhib	28%[17 µM]	-33%	?	27%	73%[activator]	140%[activator][87.6 µM]

31) COC[C@@]12CC[C@@H](N3CCOCC3)C[C@H]1CCN(c1nccc(NC(C)C)n1)C2
32) COc1ccccc1OCCNC(=O)c1ccc2c(c1)C(O)CCCCCN2C (centres undefined)
33) O=C(NCCc1ccccn1)c1ccc(-c2nnc3ccc(NC(=O)C4CCC4)cn23)cc1
34) COc1ccc(C2(C(=O)N3CCC4(CC3)CC(N(C(C)=O)C3CC3)CCO4)CC2)cc1 (centres undefined)
35) Cc1ccccc1C(=O)c1cccn1CC(=O)NCc1cccc(Cl)c1
36) CCOC(=O)c1ccc(NC(=O)N2CC3CCCN3c3ccccc32)cc1 (centres undefined)

Assay by compound	31	32	33	34	35	36
IP6K1 inhibitor	-4	0	-9	-9	9	9
HEK293 viab	-5%	4%	-11%	6%	6%	0%
3T3 cytotox	?	?	?	-10%	.	.
GPT2 inhibitor	-25%	-16%	-1%	1%	.	.
HEK293 tox	-22%	?	?	-15%	.	.
FLuc inh	0%	-17%	-26%	8%	.	.
SNCA expr inhib	-1%	?	8%	-17%	35%[activator]	58%[activator]

37) CC(C)C1=NOC2(CCN(C3CCCCC3)CC2)C1
38) COc1ccc(N2CCN(c3nc4ccc(C(=O)c5ccccc5)cc4n4cnnc34)CC2)cc1
39) CN1CCN([C@@H]2[C@H](O)[C@H](CO)O[C@@H]2CNC(=O)Nc2cccc(Cl)c2)CC1
40) Cc1c(Cl)cc(C(=O)N(C)CCC2CCOCC2)cc1Cl
41) CC(C)C(=O)Nc1ccc([C@H]2OCC(=O)N(Cc3nccn3C)[C@@H]2CO)cc1
42) CN(Cc1ccccc1)C(=O)C[C@@H]1CCNC[C@@H]1Cc1cc(-c2ccccc2)on1

Assay by compound	37	38	39	40	41	42
IP6K1 inhibitor	-9	7	-6	8	12	1
HEK293 viab	3%[87.6 µM]	-11%	-2%	5%	-2%[87.6 µM]	-11%[87.6 µM]
3T3 cytotox	-1%[138 µM]	.	-2%	-25%	2%[174 µM]	10µM*
GPT2 inhibitor	-15%[88.5 µM]	.	5%	5%	0%[88.5 µM]	4%[88.5 µM]
HEK293 tox	5%[172 µM]	.	-1%	?	2%[172 µM]	25µM*
FLuc inh	.	.	-2%	-3%	-5%[172 µM]	-6%[172 µM]
SNCA expr inhib	10%[87.6 µM]	3%	-11%	4%	2%[87.6 µM]	-2%[87.6 µM]

43) CC(C)CC(=O)OC[C@H]1O[C@@](COC(=O)CC(C)C)(O[C@H]2O[C@H](CO)[C@@H](O)[C@H](O)[C@H]2OC(=O)CC(C)C)[C@@H](OC(=O)CC(C)C)[C@@H]1O
44) CCn1nc(C)c(CN2CCC(n3nccc3NC(=O)CCCc3ccccc3)CC2)c1C
45) COC(=O)[C@@H]1Cc2ncn(Cc3ccc(Cl)cc3)c2CN1S(C)(=O)=O
46) CCn1cc(C(=O)N2CCC(C3CCN(C(=O)NC)CC3)C2)cn1 (centres undefined)
47) CCOC(=O)C1CCC(CN(Cc2c(Cl)cccc2Cl)S(=O)(=O)c2ccc(F)cc2)CC1 (centres undefined)

Assay by compound	43	44	45	46	47
IP6K1 inhibitor	-1	13	19	7	6
HEK293 viab	-13%[23.9 µM]	-1%	?	-13%[12.5 µM]	8%
3T3 cytotox	.	-14%	?	-5%	.
GPT2 inhibitor	1%[17.1 µM]	1%	i	i	.
HEK293 tox	.	-3%	?	i	.
FLuc inh	.	8%	-5%[172 µM]	0%	.
SNCA expr inhib	.	-10%	12%[87.6 µM]	22%	-2%
